High-throughput results deposited in PubChem BioAssay by several laboratories.
TNF death inh: inhibitors of TNF-alpha triggered necroptosis, primary screen, cell-based, Jurkat FADD-/-, single concentration; Jurkat FADD-/- TNF necroptosis rescue, ATP luminescence, 24 h; 0 = TNF only, 100 = no-TNF cells; activation (protection from cell death), % at 10 µM; 220,000 compounds, 0.068% hits;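 active = activation, meaning protection from cell death, of at least 50% relative to plate controls; inactive = activation below 50%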;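 note: necroptosis triggered by 40 ng/mL TNF-alpha added together with compound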
FXIa inh 1536: human FXIa protease inhibitors, primary screen, biochemical, 1536-well | inhibition, % at 5 µM | 220,000 compounds, 0.14% hits | Coagulation factor XI (Homo sapiens), P03951 | purified FXIa, Boc-Glu-Ala-Arg-AMC fluorogenic substrate;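 active = inhibition of at least 40%; inactive = inhibition below 40%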;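 note: fluorescence of freed AMC excited at 355 nm; 0% = enzyme without compound and 100% = no enzyme blank; many of its hits are not listed in these tables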
Wee1 stabilizer: Wee1 degradation inhibitors, primary screen, cell-based, HeLa, Wee1K328M-luciferase, luminescence; Wee1-like protein kinase (Homo sapiens), P30291; HeLa Luc-Wee1K328M stability; 100% = proteasome inhibitor MG132 effect; reporter increase, % at 5 µM; 220,000 compounds, 1.2% hits;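 active = activation above the mean of all tested compounds plus 3 SD, set per screening run, cut at about 8.8% in these data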;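 note: cells exposed to compound for 20 h before luminescence read; 0% = DMSO alone and 100% = MG132 at 30 µM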
PPC-1+TRAIL kill: compounds killing PPC-1 cancer cells with TRAIL present, primary screen, TRAIL potentiator project, ATPLite luminescence, uHTS. PPC-1 cells + TRAIL, ATPLite viability luminescence. cell killing (% activity), % at 4 µM. 220,000 compounds, 0.41% hits;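 active = cell killing above 50% in the first pass at 4 µM, then a duplicate retest at 5 µM averaging 50% or more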;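 note: plate controls were cells with TRAIL plus DMSO for no effect and medium-only wells lacking cells for full effect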
TbHK1 inh: Trypanosoma brucei hexokinase 1 inhibitors, primary screen, biochemical, G6PDH-coupled NADH absorbance, MLSCN library; hexokinase 1 [Trypanosoma brucei]; recombinant TbHK1, G6PDH-coupled NADH A340; inhibition, % at 10 µM; 220,000 compounds, 0.11% hits; AID 1430, 2008;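 active = inhibition of 50% or more in the single-dose primary screen; inactive = inhibition below 50%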
FXIIa inh 1536: human FXIIa protease inhibitors, primary screen, biochemical, 1536-well; Coagulation factor XII (Homo sapiens), P00748; purified FXIIa, Boc-QGR-AMC fluorogenic substrate, 2 h; inhibition, % at 5 µM; 220,000 compounds, 0.3% hits; in the data active = inhibition above about 40%;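 note: 0% = enzyme with no compound and 100% = blank without enzyme; many of its hits are not listed in these tables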
Target sequence (P00748 20-372 limits assumed): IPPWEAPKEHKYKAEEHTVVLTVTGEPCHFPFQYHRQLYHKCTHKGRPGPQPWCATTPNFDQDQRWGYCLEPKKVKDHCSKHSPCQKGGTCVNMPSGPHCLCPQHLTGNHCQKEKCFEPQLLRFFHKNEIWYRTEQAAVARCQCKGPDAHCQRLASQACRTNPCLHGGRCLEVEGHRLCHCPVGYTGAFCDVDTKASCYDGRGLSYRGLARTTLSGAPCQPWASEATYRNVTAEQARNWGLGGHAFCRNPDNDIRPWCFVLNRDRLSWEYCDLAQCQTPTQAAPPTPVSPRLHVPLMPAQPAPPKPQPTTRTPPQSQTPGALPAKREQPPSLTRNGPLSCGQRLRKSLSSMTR
Target sequence (P00748 373-615 limits assumed): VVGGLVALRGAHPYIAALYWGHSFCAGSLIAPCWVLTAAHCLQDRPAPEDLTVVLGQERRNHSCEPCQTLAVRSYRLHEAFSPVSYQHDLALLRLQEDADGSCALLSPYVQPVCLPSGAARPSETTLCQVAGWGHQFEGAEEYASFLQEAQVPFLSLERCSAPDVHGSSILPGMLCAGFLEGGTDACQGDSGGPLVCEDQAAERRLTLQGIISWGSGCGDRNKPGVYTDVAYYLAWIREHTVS
CHOP inh: inhibitors of CHOP promoter induction, primary screen, cell-based, unfolded protein response, luciferase reporter; CHO-K1 CHOP-promoter luciferase, tunicamycin-induced, 15-18 h; inhibition, % at 10 µM; 220,000 compounds, 3.8% hits;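 active = compounds that reduced the stress-induced luciferase reporter signal by more than about 70% of percent inhibition, limit read from the data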;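 note: 0% = tunicamycin plus vehicle and 100% = wells without tunicamycin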
zVAD death inh: inhibitors of zVAD-triggered necroptosis, primary screen, L929 cells; viability rescue, % at 10 µM; L929 zVAD necroptosis rescue, ATP luminescence, 24 h; with zVAD 60 µM; 220,000 compounds, 0.38% hits;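 active = activation, scaled between plate controls, above about 75%, limit read from the data; inactive = activation under that limit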;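 note: 0% = zVAD with DMSO and 100% = DMSO alone without zVAD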
EP2 antag: human EP2 receptor antagonists, primary screen, TR-FRET cAMP, C6 glioma cells; C6 glioma cells expressing human EP2; cells stimulated with saturating PGE2; inhibition, % at 25 µM; 260,000 compounds, 0.52% hits;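 active = percent inhibition above 40 after rounding to a whole number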;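 note: rat C6 glioma host cells with rolipram phosphodiesterase inhibitor present; the protocol text gives 20 µM as final concentration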
Target sequence (P43116 whole entry, looked up): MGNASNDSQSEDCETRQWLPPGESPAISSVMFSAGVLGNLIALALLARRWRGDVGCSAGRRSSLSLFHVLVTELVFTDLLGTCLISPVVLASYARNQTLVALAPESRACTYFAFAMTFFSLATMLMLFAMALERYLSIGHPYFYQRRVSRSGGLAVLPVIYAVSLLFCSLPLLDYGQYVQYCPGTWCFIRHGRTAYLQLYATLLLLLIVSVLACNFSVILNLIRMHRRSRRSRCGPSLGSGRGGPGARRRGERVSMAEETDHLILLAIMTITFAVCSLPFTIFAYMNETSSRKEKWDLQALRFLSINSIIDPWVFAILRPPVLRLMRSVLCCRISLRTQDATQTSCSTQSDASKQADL
The depositor's hits bear a star; nt = not tested or not shown; & = joins results of further samples. Not all compounds are listed; rates above refer to the full screens.

SMILES	TNF death inh	FXIa inh 1536	Wee1 stabilizer	PPC-1+TRAIL kill	TbHK1 inh	FXIIa inh 1536	CHOP inh	zVAD death inh	EP2 antag
CN(c1cccc(NC(=O)c2ccccc2N(C)S(=O)(=O)c2ccccc2)c1)S(C)(=O)=O	1.6	-5	-2	25	1	4	11	0.0	1
Cn1c(Sc2nc3ccccc3n2C)nc2ccccc21	1.6	-1	-2	9	2	11	0	0.0	4
CC(=O)NC1(C(Cl)(Cl)Cl)Oc2ccccc2O1	-6.2	1	4	14	6	11	10	0.4	6
Cn1c(=O)cc(OCC(=O)NCc2ccccn2)c2ccccc21	-3.1	18	-3	15	1	28	-14	0.3	7
CCn1c(C)nc2cc(C(=O)NNS(=O)(=O)c3ccc(C)cc3C)ccc21	0.4	-1	-1	7	-3	7	-12	0.0	11
COc1cccc(C2CCCCN(C)C2=O)c1 (stereo not given)	1.1	6	-2	0	-3	9	-2	2.7	15
C[C@H]1C(=O)N(C)CCN1Cc1cn(C)nc1-c1ccc(Oc2ccccc2)cc1	-0.6	-2	4	12	-3	8	7	1.4	7
CSCCC(NS(=O)(=O)/C=C/c1ccccc1)C(=O)O (stereo not given)	2.4	3	0	7	4	7	-20	1.2	9
Cc1cc(NC(=O)CSc2nc(CC(C)(C)C)nc3c2c(=O)n(C)c(=O)n3C)no1	0.0	0	-2	-6	4	10	66	-0.6	14
Cc1ccc(OCC(=O)NCc2ccccn2)cc1	1.3	0	-1	-8	8	10	32	-0.1	4
O=C(O)c1ccccc1-c1ccccc1C(=O)NCc1ccco1	-0.9	3	0	-3	8	8	4	0.0	5
NC(=O)C1(N2CCCCC2)CCN(C(=S)Nc2ccc(F)c(Cl)c2)CC1	1.2	-2	1	-5	-7	4	21	0.8	6
CCOc1ccc(NC(=O)CCC(=O)N/N=C/c2ccc([N+](=O)[O-])s2)cc1	-13	5	5	10	1	9	-35	3.8	8
Cc1ccc(Oc2cnc3ccccc3n2)cc1	4.8	3	-3	23	3	11	34	0.4	8
COc1cc(-c2nn3c(C4CCCCC4)nnc3s2)cc(OC)c1OC	-4.3	6	-2	-6	0	17	67	0.0	3
COc1cccc(CNS(=O)(=O)/C=C/c2ccc(OC)c(OC)c2)c1	1.5	-4	-4	17	-5	3	15	3.4	4
CCOC(=O)c1ccc(NC(=O)CN(c2ccc(C)cc2)S(=O)(=O)c2c(C)n[nH]c2C)cc1	-4.0	4	0	6	2	26	27	-0.3	nt
Cc1ccc(/C=C2/NC(=O)N(Cc3ccccc3)C2=O)s1	-1.5	3	1	10	-1	-18	44	0.2	6
C/C=C/c1ccc(OCCOc2ccc(C=O)cc2OC)c(OC)c1	0.8	9	0	15	-3	15	6	0.7	8
Cc1ccc(-c2nc(SCC(=O)NCC3CCCO3)c(-c3ccccc3)[nH]2)cc1 (stereo not given)	-2.6	1	1	16	-3	4	46	0.5	12
O=[n+]1c2c(n([O-])c3c1CCC3)CCCC2	-0.3	4	0	18	1	11	8	-0.8	7
COc1ccc(/C=C/C(=O)Nc2cc(=O)n(C)c(=O)n2C)cc1	1.3	23	9.7*	25	-32	25	-35	0.9	5
CCOc1ccc(OCC)c(NC(=O)CN2CCN(C(=O)c3ccco3)CC2)c1	0.5	5	0	-18	-4	21	-2	-0.5	23
CC(C)(C)NC(=O)c1c(F)c(F)c(F)c(F)c1F	0.9	2	-5	14	0	22	24	0.8	4
Cc1ccc(NC(=O)CSc2ncccc2C(=O)Oc2cccc([N+](=O)[O-])c2)cc1Cl	0.6	3	1	14	5	1	-18	0.4	4

The list goes on.
SMILES	TNF death inh	FXIa inh 1536	Wee1 stabilizer	PPC-1+TRAIL kill	TbHK1 inh	FXIIa inh 1536	CHOP inh	zVAD death inh	EP2 antag
CC1(C)CC(=O)C=C(NCC(=O)O)C1	-0.2	9	-1	11	4	23	6	0.6	19
COc1ccc(-c2[nH]nc3c2C(c2ccoc2)C(C#N)=C(N)O3)cc1 (stereo not given)	-4.2	10	-3	5	2	15	1	-1.0	10
Nc1c(C(=O)NCCN2CCOCC2)c2nc3ccccc3nc2n1-c1cccc(F)c1	-2.3	-9	5	8	-40	-2	0	30	20
CCOCCCNC(=O)CCNC(=O)c1cc(OC)c(OC)c(OC)c1	-0.3	-3	-3	4	6	8	4	0.1	0
NC(=O)C1(C(N)=O)OC1c1ccc(Cl)c(Cl)c1 (stereo not given)	0.8	2	-2	19	10	3	-13	-0.4	8
O=S(=O)(Nc1ncnc2sc3c(c12)CCC3)c1cc(F)ccc1F	3.9	2	-1	15	1	8	7	0.8	5
O=c1c2c(nc3c(-c4cccc(Br)c4)c[nH]n13)CCCC2	-5.8	7	-1	12	-2	15	31	1.5	33
O=C(CON=C1c2ccccc2-c2ccccc21)NC12CC3CC(CC(C3)C1)C2	0.6	10	-2	19	1	8	37	2.6	1
COc1cccc(CNC(=O)c2cccc(Br)c2)c1	3.4	-1	0	28	38	0	31	0.3	4
O=C(O)CCN=C1CCCc2ccccc2N1	1.0	3	0	27	54*	14	-16	1.5	0
Cc1ccc(NC(=S)NN2CCN(C)CC2)cc1	1.2	6	-1	18	9	10	-14	2.0	8
CCC1S/C(=N/N=C/c2ccco2)N(Cc2ccccc2C)C1=O (stereo not given)	4.2	1	-3	8	-21	4	14	-0.9	1
COc1ccc(N2C(=O)CN=C2Nc2nc(C)cc(C)n2)cc1OC	0.6	-3	2	14	-8	5	-11	0.0	1
Cc1ccc(CNC(=O)c2ccc3c(=O)n(CC4CCCO4)c(=S)[nH]c3c2)cc1 (stereo not given)	-2.2	2	1	13	-9	9	52	-0.2	12
COc1ccc2c(n1)Sc1nc3ccccc3nc1N2	24	-3	2	19	-9	2	-8	5.1	17
NS(=O)(=O)c1cccc(NC(=O)COC(=O)Cc2ccc(S(=O)(=O)N3CCCCC3)s2)c1	-0.3	1	-1	19	2	12	10	2.7	11
Cc1c(NC(=S)NC(NC(=O)C(C)(C)C)C(Cl)(Cl)Cl)c(=O)n(-c2ccccc2)n1C (stereo not given)	1.0	-6	-1	12	-2	4	-1	0.6	10
Cc1cc(=O)oc(C)c1C(=O)Nc1cccc2nonc12	0.6	0	-2	-6	-4	13	3	0.0	24
COc1ccccc1C(=O)N/C(=C/c1ccccc1)C(=O)Nc1ccc(C(=O)O)cc1	2.8	0	10*	36	-4	4	-12	-0.1	0
O=C(NCCC1=CCCCC1)c1ccc(Cl)cc1	1.0	0	0	21	6	5	-20	26	2
CC(=O)c1ccc(NC(=O)CN2CCC(NC(=O)C3CCCCC3)CC2)cc1	0.7	-2	-1	nt	2	4	-7	2.0	10&5
C/C(Cn1cnc([N+](=O)[O-])n1)=N\NC(=O)c1cccc(F)c1	0.0	8	2	15	1	15	22	0.1	7
O=C(CCCOc1ccccc1)N1CCCCC1	0.5	-3	-1	-12	-4	6	6	-0.3	14
O=C(Nc1nnc(-c2ccccc2Cl)o1)c1ccc(S(=O)(=O)N2CCCCCC2)cc1	-2.1	1	0	-4	8	17	61	0.9	8
CC(=O)Nc1nc(-c2ccc3c(c2)CCN3S(C)(=O)=O)cs1	1.7	-8	1	-17	-6	4	-19	0.7	10

(further entries)
SMILES	TNF death inh	FXIa inh 1536	Wee1 stabilizer	PPC-1+TRAIL kill	TbHK1 inh	FXIIa inh 1536	CHOP inh	zVAD death inh	EP2 antag
CCOC(=O)CN1C(=O)S/C(=C/c2ccc(O)c([N+](=O)[O-])c2)C1=O	0.7	9	2	-3	30	12	42	1.4	6
COc1ccc(S(=O)(=O)N2CCN(CCO)CC2)cc1-c1nnc2c3ccccc3c(C)nn12	0.3	-2	0	19	9	7	38	2.0	8
C=CCn1c(=S)[nH]c2ccccc2c1=O	-0.1	9	-1	-4	1	11	12	-0.1	14
COC(=O)c1sccc1NC(=O)CN(C)NS(=O)(=O)c1ccc(F)cc1	-10	3	2	16	2	15	16	-0.4	10
COc1ccc(Oc2nc3ccccc3n(C)c2=O)cc1	-3.2	5	-1	15	-12	13	55	0.5	10
Cc1nn(-c2ccccc2)c(C)c1C(=O)Nc1nnc(-c2ccco2)o1	0.3	-6	0	-4	-17	-4	nt	2.1	6
CCCC(C(=O)NCc1ccc(OC)cc1)N(Cc1ccco1)C(=O)c1snc(C(N)=O)c1N (stereo not given)	-5.6	2	-2	21	-2	0	20	-0.4	6
CN1CCc2c(C#N)c(N3CCCCC3)nc(N3CCOCC3)c2C1	0.3	nt	1	nt	-26	nt	nt	1.1	8
COc1cccc(-n2c(=S)sc3c(=O)n(-c4ccccc4OC)c(SCC4OCCO4)nc32)c1	0.6	-7	0	nt	-15	6	-8	-1.6	6
Cc1ccccc1C(=O)N=c1c(C#N)cc2c(=O)n3cccc(C)c3nc2n1Cc1ccco1	-0.7	3	-3	-8	-6	14	63	-0.2	nt
Cc1ccc(C(=O)CSc2nnc(COc3ccccc3)o2)cc1	2.7	1	-3	36	1	7	4	1.0	7
NC(=O)C1CCN(S(=O)(=O)c2cccc(C(=O)O)c2)CC1	-0.2	3	-1	-11	0	-3	-14	0.4	10
COc1ccc(NC(=O)C(C)Sc2ccccc2)cc1 (stereo not given)	1.1	1	3	-5	-5	11	15	-0.6	8

10 entries from above, with values under each structure.
Value order: TNF death inh, FXIa inh 1536, Wee1 stabilizer, PPC-1+TRAIL kill, TbHK1 inh, FXIIa inh 1536, CHOP inh, zVAD death inh, EP2 antag
CN(c1cccc(NC(=O)c2ccccc2N(C)S(=O)(=O)c2ccccc2)c1)S(C)(=O)=O
→ 1.6, -5, -2, 25, 1, 4, 11, 0.0, 1
Cn1c(Sc2nc3ccccc3n2C)nc2ccccc21
→ 1.6, -1, -2, 9, 2, 11, 0, 0.0, 4
CC(=O)NC1(C(Cl)(Cl)Cl)Oc2ccccc2O1
→ -6.2, 1, 4, 14, 6, 11, 10, 0.4, 6
Cn1c(=O)cc(OCC(=O)NCc2ccccn2)c2ccccc21
→ -3.1, 18, -3, 15, 1, 28, -14, 0.3, 7
CCn1c(C)nc2cc(C(=O)NNS(=O)(=O)c3ccc(C)cc3C)ccc21
→ 0.4, -1, -1, 7, -3, 7, -12, 0.0, 11
COc1cccc(C2CCCCN(C)C2=O)c1 (stereo not given)
→ 1.1, 6, -2, 0, -3, 9, -2, 2.7, 15
C[C@H]1C(=O)N(C)CCN1Cc1cn(C)nc1-c1ccc(Oc2ccccc2)cc1
→ -0.6, -2, 4, 12, -3, 8, 7, 1.4, 7
CSCCC(NS(=O)(=O)/C=C/c1ccccc1)C(=O)O (stereo not given)
→ 2.4, 3, 0, 7, 4, 7, -20, 1.2, 9
Cc1cc(NC(=O)CSc2nc(CC(C)(C)C)nc3c2c(=O)n(C)c(=O)n3C)no1
→ 0.0, 0, -2, -6, 4, 10, 66, -0.6, 14
Cc1ccc(OCC(=O)NCc2ccccn2)cc1
→ 1.3, 0, -1, -8, 8, 10, 32, -0.1, 4
